# FUS yeast rescue: FUS proteinopathy suppression in yeast; AID 1347120; Potency, µM (doses to about 76.6 µM), for the others: at the top dose growth rescue (activation), most hits filed as activators; S. cerevisiae FUS-expressing, growth rescue, OD600, 24 h; 390,000 compounds, 0.24% hits; active = well fitted activation curve with a large enough effect; inconclusive = small, poorly fitted or top-dose-only effect; inactive = no such curve, though single readings can be large or run the other way;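 note: plate controls were DMSO vehicle for no effect and reference control for full effect; nearly all actives have a fitted effect of over 55% in size; some results filed as inactive show a strong effect at the top dose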
#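 Quantitative HTS measuring growth restoration of FUS-toxic yeast. Galactose-induced cells (OD 0.005) were exposed 24hr at 30C to compounds at several concentrations, then absorbance at 600 nm was recorded.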
# The depositor's hits bear a star; ? = inconclusive. Potency is the fitted concentration of half-maximal effect.
SMILES | FUS yeast rescue
CC(C)C[C@H](NC1(C(=O)NC2CCCCC2)CCCCC1)C(=O)NCC(c1ccccc1)c1ccccc1 | -11%
Cc1ccccc1NC(=O)[C@H]1CC(=O)O[C@@H]1c1ccccc1 | -11%
CCOC(=O)[C@@]12CCC3=C1N(CCC3)C(=O)[C@H](CC(=O)N1CCSCC1)C2 | 11%
O=S1(=O)CC2c3ccccc3CN2CN1C1CCCC1 (stereo not drawn) | 14%
O=C(NC1CC[C@@]23CCCN2C(=O)CCC[C@H]3C1)c1ccccc1 (stereo partly drawn) | -8%
COC(=O)c1cc(-c2cccc3ccccc23)c(=O)n2c1CCC2 | 8%
COC[C@H]1CCCN1c1ccc2c(c1)O[C@@H]1CCN(C1)S2(=O)=O | -7%
COc1ccc2c(c1)CO[C@H]([C@H](O)CO)[C@H]2/C=C/c1ccccc1 | 12%
O=C(CN1CCCc2ccccc21)NCc1ccc(Cl)cc1 | 36%
COCCCNC(=O)CSc1nnc(-c2cccnc2)n1C1CCCCC1 | -4%
CCCCNC(=O)NS(=O)(=O)c1ccc(NC(=O)CSc2nnc(-c3ccc(Cl)cc3)n2N)cc1 | -5%
CCCCOc1ccc(C(=O)n2ccc3ccc(-c4ccc5ccn(Cc6ccccc6)c5c4)cc32)cc1 | 10%
CCOC(=O)Cc1nc(N2CCN(CCN)CC2)c2c(C)c(C(=O)OCC)sc2n1 | 19%
CN[C@H]1C[C@H]2c3[nH]c4c(-c5cccc(C)c5)cccc4c3CCN2C(=O)[C@H]1[C@H](C)O | 3%
C#CCNC(=O)C[C@H]1C[C@@]2(C(=O)OC)C(=C[C@H](COCc3ccccc3)O[C@@H]2C)N(Cc2ccc(Cl)cc2Cl)C1=O | ?
COc1ccc(CN(C)CC#Cc2ccccc2)c(OC)c1 | 33%
CC(C)C[C@H]1COc2cc(Br)ccc2S(=O)(=O)N1Cc1cn(Cc2ccc(Br)cc2)nn1 | 2%
O=C(c1ccc(Cl)cc1)C1CCN(c2ncnc3sccc23)CC1 | -40%
N=c1c2c(ccn1CCCCc1ccccc1)Oc1ccc3ccccc3c1C2c1ccccc1 (stereo not drawn) | ?
CCOC(=O)[C@@]12CCCC3=C1N(CCC3)C(=O)[C@H]2CC(=O)NCc1cccc2ccccc12 | ?
COc1ccc(CNC2CCC23CCC(C)CC3)cc1OC (stereo not drawn) | -5%
CCCOc1nccc2c1n(C)c(=O)n2C | -6%
CCOC(=O)[C@]12CCCC3=C1N(CCC3)C(=O)[C@@H](CC(=O)N1CCN(C(=O)C3CC3)CC1)C2 | -9%
O=C(Nc1cccs1)OC1CC2CC1[C@H]1CCCCN1C2 (stereo partly drawn) | -7%
COc1nc(OC)nc(N2CCC(C(=O)N(C)Cc3ccccc3F)CC2)n1 | -3%
CCCCNC(=O)C1CCCN1C(=O)Nc1cccc(C)c1 (stereo not drawn) | -18%
CCCCOCCCNC(=O)C[C@@H]1C(=O)N(CCc2ccc(Cl)cc2)C2=CCCCC[C@]21C(=O)OC | 42%
CNc1ccccc1/C(O)=C(\C#N)C(=O)NCc1cccs1 | -3%
COc1ccc(Cn2cc(CN3[C@H](CC(C)C)COc4cc(Br)ccc4S3(=O)=O)nn2)cc1 | 5%
COc1ccc(OC)c(S(=O)(=O)N(CCc2ccc(OC)c(OC)c2)Cc2cccs2)c1 | ?

# Overlap with the part before: 7 compounds, then new ones.
SMILES | FUS yeast rescue
O=C(Nc1cccs1)OC1CC2CC1[C@H]1CCCCN1C2 (stereo partly drawn) | -7%
COc1nc(OC)nc(N2CCC(C(=O)N(C)Cc3ccccc3F)CC2)n1 | -3%
CCCCNC(=O)C1CCCN1C(=O)Nc1cccc(C)c1 (stereo not drawn) | -18%
CCCCOCCCNC(=O)C[C@@H]1C(=O)N(CCc2ccc(Cl)cc2)C2=CCCCC[C@]21C(=O)OC | 42%
CNc1ccccc1/C(O)=C(\C#N)C(=O)NCc1cccs1 | -3%
COc1ccc(Cn2cc(CN3[C@H](CC(C)C)COc4cc(Br)ccc4S3(=O)=O)nn2)cc1 | 5%
COc1ccc(OC)c(S(=O)(=O)N(CCc2ccc(OC)c(OC)c2)Cc2cccs2)c1 | ?
COC(=O)[C@H](C)NC(=O)[C@@H]1CC=C[C@@H]2CCN(CCc3ccccc3)C(=O)[C@@H]21 | -8%
O=C(Nc1ccc(F)cc1)OCc1cn(Cc2ccc(Cl)cc2)nn1 | -17%
O=C(c1cccs1)N1CC[C@H]2[C@H](CCCN2Cc2cc(F)cc(F)c2)C1 | 8%
O=C(NCc1cccs1)O[C@H]1CC[C@@]23CCCN2C(=O)CCC[C@H]3C1 | -8%
COc1ccc(CN(CC#Cc2ccc(C)cc2)C(N)=NC(=O)CCc2ccccc2)c(OC)c1 | 33%
CC(C)(C)OC(=O)/C=C/[C@H](CCCCl)Sc1ccc(C(C)(C)C)cc1 | ?
CCC(=O)N1CCc2cc(Br)c(S(=O)(=O)NC3CCN(Cc4ccccc4)CC3)cc21 | -1%
COc1cc(C=Nn2c(-c3cc(C)[nH]n3)n[nH]c2=S)cc(Br)c1O | 6%
CCOC(=O)[C@@]12CN(C(=O)OC(C)(C)C)CC=C1N(Cc1ccc(OC)cc1)C(=O)[C@H]2CC(=O)NCc1cccc2ccccc12 | ?
O=C(Cc1ccc(Cl)c(Cl)c1)Nc1ccc(S(=O)(=O)Nc2ccon2)cc1 | 4%
CC(C)(C)C(=O)N1CCC[C@]2(CC[C@H](CCC#N)O2)C1 | -16%
CCCCCCc1c[nH]c2ccc(O)c(-c3ccccc3)c12 | 25%
CCOC(=O)N1CCN(C(=O)C[C@H]2C[C@@]3(C(=O)OC)C(=C[C@H](C4CCCC4)O[C@@H]3C)N(CCC3=CCCCC3)C2=O)CC1 | ?
Cc1cc(-c2n[nH]c(=S)n2N=Cc2ccc(-c3ccccc3)cc2)n[nH]1 | 3%
COc1ccc(-n2c(SCC(=O)Nc3ccc4cn[nH]c4c3)nnc2-c2cccnc2)cc1 | 14%
CC(=O)C1(C(=O)NC2CCCC2)CC(c2ccccc2C(F)(F)F)=NO1 (stereo not drawn) | -2%
COC(=O)[C@H](CC1(c2cn(S(=O)(=O)CC[Si](C)(C)C)c3ccccc23)C(=O)Nc2ccccc21)NC(=O)OC(C)(C)C (stereo partly drawn) | ?
CCCCCCCCN1C(=O)[C@@H](CC(=O)N2CCC(c3ccccc3)CC2)C[C@@]2(C(=O)OC)C1=C[C@H](COCc1ccccc1)O[C@@H]2C | ?
O=C1C(=O)N(Cc2ccc(-c3ccc(F)nc3)cc2)c2ccc(OC(F)(F)F)cc21 | -4%
Cc1nn(-c2ccccc2)c2sc(C(=O)N3CCC4(CC3)OCCO4)cc12 | 41%
Nc1nc(=O)n([C@@H]2CS[C@H](CO)O2)cc1F | 8%
COC(=O)[C@]12C[C@H](CC(=O)N3CCSCC3)C(=O)N(CCc3ccc(OC)c(OC)c3)C1=C[C@H](C(C)C)O[C@@H]2C1CC1 | ?
C=CCN1[C@H](C#N)[C@@H](c2ccc(C#Cc3cccnc3)cc2)[C@H]1CO | 5%
C=CCNC(=O)Nc1ccc2c(c1)[C@]1(CC(=O)N(CC(C)C)C1c1ccccc1)C(=O)N2C (stereo partly drawn) | 18%
COC(=O)c1cc(-c2cc3ccccc3s2)c(=O)n2c1CCC2 | -23%
Cc1ccc(-c2nc3ncccn3c2NC(=O)c2cccc(C)c2)cc1 | 0%
Cc1ccc(NC(=O)Cn2nnc(-c3ccccc3F)n2)c(C)c1 | -8%
Cc1ccccc1CN1CCCCC(NC(=O)Nc2ccccc2-c2ccccc2)C1=O (stereo not drawn) | ?
CN[C@H]1C[C@H]2c3[nH]c4c(-c5cccc(C)c5)cccc4c3CCN2C[C@H]1[C@H](C)O | 14%
O=C(C1CCC1)N1CCc2cc(S(=O)(=O)N3CCN(c4ccccc4F)CC3)ccc21 | -2%

# (list continues)
SMILES	FUS yeast rescue
CCCC/C=C1/[C@@H](C(C)C)N(Cc2ccc3c(c2)OCO3)C2=N[C@H](c3ccccc3)CC(=O)N21	35%
COc1ccc(Cn2cc(CN3CC=CS3(=O)=O)nn2)cc1	-9%
O=C(NCCc1c[nH]c2ccccc12)OCc1cn(-c2cccc(Cl)c2)nn1	32%
Cc1cc(NS(=O)(=O)c2ccc(NC(=O)CSc3nnc(SCc4ccc(F)cc4)s3)cc2)nc(C)n1	?
Cc1ccc(S(=O)(=O)N2CCCC(C(=O)NCc3ccco3)C2)cc1 (stereo not drawn)	-1%
Fc1cccc(Cn2ccc3ccc(-c4ccc5ccn(Cc6cccc(F)c6)c5c4)cc32)c1	13%
CCOC(=O)[C@@]12CN(C(=O)OC(C)(C)C)CC=C1N(Cc1ccc(OC)cc1)C(=O)[C@H]2CC(=O)NCc1ccc(OC)c(OC)c1	?
CC(C)n1nnnc1C1c2ccccc2OCC(=O)N1Cc1cccc(C(F)(F)F)c1 (stereo not drawn)	9%
Cc1cc(C(=O)NN=Cc2ccccc2C(=O)O)n[nH]1	-5%
COC(=O)[C@@]12CCCCC3=C1N(CCC3)C(=O)[C@H]2CC(=O)N1CCCC1	-3%
Nc1[nH]n(-c2ccccc2)c(=O)c1N=Nc1ccc(F)cc1	-7%
O=C(CCc1nc(-c2ccccc2F)no1)NCCc1c[nH]c2ccccc12	11%
CCCCCC[C@@H](CCCc1ccccc1OC)CN(CCCC)S(C)(=O)=O	11%
CCC(C)N(C(=O)CNc1nnnn1-c1ccccc1)C(C)CC (stereo not drawn)	19%
COc1ccc(S[C@]2(C(=O)N3CCOCC3)CC(=O)N(C(=O)C3CC3)[C@@H]2c2ccc(OC)cc2)cc1	43%
CC(C)(C)c1ccc(C(=O)Nc2cc(Cl)ccc2-c2nn[nH]n2)cc1	-8%
O=C(CCc1ccccc1-c1ccccc1CCNC(=O)c1ccc(F)c(F)c1)NCc1ccccc1	-10%
O=C(NCCc1ccccc1)OCc1cn(-c2ccccc2Cl)nn1	1%
COC(=O)[C@H](CC(C)C)N1Cc2nnn(CC3CCCCC3)c2-c2cc(F)ccc2S1(=O)=O	42%
O=C(NCc1ccco1)C1CCCN(S(=O)(=O)c2ccccc2F)C1 (stereo not drawn)	-7%
CN(C)c1ccc(Cn2c(=O)n(Cc3ccc(C(=O)NCC4COC4)cc3)c(=O)c3ccccc32)cc1	41%
OC(c1ccccc1)(c1ccccc1)C1CCN(CCCNc2ccc(Cl)cc2Cl)CC1	35%
COc1ccc(-n2c(SCc3nc4ccccc4[nH]3)nc3ccccc3c2=O)cc1	35µM*
CC(=O)Nc1c(-c2ccc(F)cc2)nc2ncccn12	-15%
O=C(CN1C(=O)CCSc2ccccc21)Nc1ccc(Cl)c(Cl)c1	26%
COCCCn1cc(CN2CC=CS2(=O)=O)nn1	-17%
COc1ccc(S[C@]2(C(=O)N(C)C)CC(=O)N(C(=O)Nc3ccc(C)c(Cl)c3)[C@@H]2c2ccc(OC)cc2)cc1	38%
O=C(NCCc1ccccc1F)c1ccc2c(c1)ncn2C1CCCCC1	4%
C/C(C=NNC(=O)CSc1nnc(-c2ccc(Cl)cc2)n1-c1ccc(C)cc1)=C\c1ccccc1	5%
COc1ccnc(CS(=O)c2nc3ccc(OC(F)F)cc3[nH]2)c1OC (stereo not drawn)	31%
COc1ccc2c(c1)CCCN2C(=O)C1CCCN(S(=O)(=O)c2ccc(C(C)(C)C)cc2)C1 (stereo not drawn)	10%
COC(=O)[C@]12C[C@H](CC(=O)NCCc3ccccc3OC)C(=O)N(CCc3ccc(OC)c(OC)c3)C1=C[C@H](COCc1ccccc1)O[C@@H]2C	?
CC(=O)Nc1c(-c2ccc(C(F)(F)F)cc2)nc2ncccn12	-12%
O=C(NCC1COCCO1)C1CCN(S(=O)(=O)c2ccc(Br)s2)CC1 (stereo not drawn)	1%
Cc1ccc(S(=O)(=O)N2OC(c3ccccc3)C[C@H]2CC=C(c2ccccc2)c2ccccc2)cc1 (stereo partly drawn)	?
Cc1ccccc1NC(=O)Cn1nnc(-c2ccccc2F)n1	-1%
COC(=O)C[C@H]1CC[C@@H]2[C@H](COc3ccc(NC(=O)c4cccc(Cl)c4)cc3C(=O)N2C)O1	0%
O=C(Nc1ccc(F)cc1)N[C@@H]1C[C@@H]2O[C@H](CO)CC[C@@H]2O[C@@H]1CCc1ccc(C2=CCCC2)cc1	?
CCCCCCCCN1C(=O)[C@@H](CC(=O)N2CCOCC2)C[C@@]2(C(=O)OC)C1=C[C@H](C(C)C)O[C@@H]2C1CC1	8.9µM*
Cc1ccc(CN2CCCCC(NC(=O)Nc3ccccc3F)C2=O)cc1 (stereo not drawn)	11%
O=C(CSc1nnc(-c2ccccc2)n1-c1ccccc1)Nc1cccc2ccccc12	3%
Cc1ccc(-c2nnc(NC(=O)COc3ccc(F)cc3Cl)o2)cc1C	-12%
COC(=O)[C@]12C[C@H](CC(=O)NCC34CC5CC(CC(C5)C3)C4)C(=O)N(Cc3ccco3)C1=C[C@H](C(C)(C)C)O[C@@H]2C	?
O=C(NCc1c(F)cccc1F)C1CCC(CNS(=O)(=O)c2cccc3cccnc23)CC1 (stereo not drawn)	-7%
O=C(NC1CCCCN(Cc2cccc(C(F)(F)F)c2)C1=O)c1ccc(F)c(F)c1 (stereo not drawn)	-26%
O=C(CCc1ccccc1)N[C@H]1[C@H](OC(=O)c2cnccn2)CCC[C@@]12C(=O)N(Cc1ccccc1)c1ccccc12	?
CC(C)CN1C(=O)[C@]2(CC(=O)N(C)C2c2ccccc2)c2cc(-n3cc(CCCC#N)nn3)ccc21 (stereo partly drawn)	21%
CC(=O)Nc1ccc(C(CCCc2ccccc2)C2=CCCCC2)cc1 (stereo not drawn)	18%
C=CCN1C(=O)[C@@H](CC(=O)NCc2ccccc2)[C@]2(C(=O)OC)CCCCC=C12	3%
COc1ccc(CN(CCN2CCOCC2)C(=O)c2ccccc2C)cc1OC	-13%

# The list is partial; count on the stated rates, not on these rows.
